PKM2 activator = qHTS Assay for Activators of Human Muscle isoform 2 Pyruvate Kinase; Pyruvate kinase PKM (Homo sapiens), P14618; purified PKM2, Kinase-Glo ATP luminescence, activation; response scale: 0% is enzyme alone, no compound; Potency, µM (top dose mostly 57.5 µM), inactives show top-dose activation, actives largely listed as activators; 260,000 tested, 0.34% active; note: potency is the fitted concentration of half-maximal effect; % is set by controls: 0 for no effect and ±100 for the full control effect; nearly all actives have a fitted effect of over 55% in size
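Purified hPK-M2 (>95% pure) converted ADP (0.1 mM final) to ATP with 0.5 mM PEP in 50 mM imidazole pH7.2, KCl, MgCl2, Tween 20, BSA; 1 h at room temperature. ATP detected by Kinase-Glo luminescence.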
KCNH2 3.1 block = qHTS for Inhibitors of KCHN2 3.1: Mutant qHTS | 340,000 tested, 0.95% active | Potassium voltage-gated channel subfamily H member 2, brain isoform KCNH2 3.1 (human) | AID 720553, 2013 | U2OS KCNH2 3.1, thallium flux FluxOr; active compounds read low | activity change, % (tested at about 1.8 µM);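 active = maximum activity change below -70%; inconclusive = maximum activity change from -70% to -50%; inactive = maximum activity change above -50%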;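 note: thallium influx rate constant from kinetic fluorescence after stimulation buffer; % is set by controls: 0 for no effect and ±100 for the full control effect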
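We transduce U2OS cells with the mutant 3.1 virus, culture them overnight, load FluxOr with Red40 quencher for 45 min, then add stimulation buffer and read kinetically for 2 min to derive a normalized rate constant.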
NPC1 prom act = qHTS Assay for NPC1 Promoter Activators. Huh7 NPC1 promoter luciferase reporter, 24 h. Potency, µM (series often up to 9.22 µM), inactives show top-dose activation, actives largely listed as activators. 320,000 tested, 2.4% active. AID 485313, 2010;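 note: potency is the fitted concentration of half-maximal effect; % of control where 0% means no effect; nearly all actives have a fitted effect of over 60% in size; reporter is driven by a mutant NPC1 promoter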
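Cells: Huh7 expressing luciferase under the NPC1 promoter, 1500/well. Seeded 2 h, compound added, incubated 24 h at 37 °C. Luciferase reagent, 10 min ambient, then luminescence.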
Menin MLL FP TR = qHTS Assay for Inhibitors Targeting the Menin-MLL Interaction in MLL Related Leukemias: Competition With Texas Red Labeled MLL-derived Mutant Peptide; O00255; Menin + Texas Red MLL mutant peptide, fluorescence polarization; Potency, µM (highest dose often 61.6 µM), inactives show at the top dose FP activity change, negative = inhibition, most hits filed as inhibitors; 270,000 tested, 0.23% active; AID 1768, 2009; active = well fitted inhibition curve with a large enough effect in the polarisation, with a control signal flat, not every such curve was filed as active; inconclusive = small, poorly fitted or top-dose-only effect, or effect the other way, or a change in a side signal; inactive = no such curve, though single readings can be large or run the other way; the % refers to the polarisation; note: potency is the fitted concentration of half-maximal effect; % of control where 0% means no effect; many of its hits are not listed in these tables
FLuc modulator = qHTS profiling assay for firefly luciferase inhibitor/activator using purifed enzyme and Km concentrations of substrates (counterscreen for miR-21 project); AID 588342, 2011; Potency, µM (series often up to 57.5 µM), inactives show at the highest dose activity change, negative = inhibition, most hits filed as inhibitors; Luciferin 4-monooxygenase (Photinus pyralis), P08659; 360,000 tested, 6.9% active; purified FLuc, Km substrates, luminescence inhibition;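 note: potency is the fitted concentration of half-maximal effect; plate controls were vehicle for no effect and reference inhibitor for full effect; nearly all actives have a fitted effect of over 55% in size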
Target sequence (P08659 whole entry, looked up): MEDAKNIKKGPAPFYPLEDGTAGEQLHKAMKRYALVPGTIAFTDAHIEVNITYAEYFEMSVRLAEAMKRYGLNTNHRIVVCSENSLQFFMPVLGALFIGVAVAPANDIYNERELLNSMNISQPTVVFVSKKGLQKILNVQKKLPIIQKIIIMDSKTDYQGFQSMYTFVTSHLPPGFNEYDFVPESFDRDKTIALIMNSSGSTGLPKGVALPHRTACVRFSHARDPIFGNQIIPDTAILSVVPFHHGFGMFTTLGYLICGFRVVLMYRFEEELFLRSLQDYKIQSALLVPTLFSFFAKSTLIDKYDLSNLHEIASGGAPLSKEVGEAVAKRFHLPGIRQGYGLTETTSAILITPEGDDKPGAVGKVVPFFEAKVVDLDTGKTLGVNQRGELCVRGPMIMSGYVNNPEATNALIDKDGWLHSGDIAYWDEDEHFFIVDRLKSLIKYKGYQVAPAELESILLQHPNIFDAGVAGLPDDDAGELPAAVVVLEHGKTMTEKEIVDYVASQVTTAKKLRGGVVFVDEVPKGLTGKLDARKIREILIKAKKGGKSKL
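Biochemical qHTS of compounds, final roughly 60 µM downward over six points, against 10 nM purified firefly luciferase using Km concentrations of substrates (10 uM D-luciferin, 10 uM ATP) in Tris acetate pH 7.5 buffer; luminescence output.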
ELG1 repair inh = qHTS screen for small molecules that inhibit ELG1-dependent DNA repair in human embryonic kidney (HEK293T) cells expressing luciferase-tagged ELG1; HEK293T ELG1-luciferase reporter, luminescence, 16 h; DNA damage induced by 5-fluorouridine; Potency, µM (doses to about 46.1 µM), for inactives: top-dose activity change, negative = inhibition, usual class: inhibitors; 330,000 tested, 2.3% active; note: potency is the fitted concentration of half-maximal effect; % is set by controls: 0 for no effect and ±100 for the full control effect; nearly all actives have a fitted effect of over 55% in size
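5-Fluorouridine DNA damage + compound/DMSO, 2,000 cells/well, 16 h, 37 °C/5% CO2. ONE-Glo, 30 min RT, luminescence. Readout = decrease in reporter signal.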
Rab9 promoter act = qHTS Assay for Rab9 Promoter Activators; Huh7 Rab9 promoter-luciferase reporter, luminescence, 24 h; Potency, µM (top dose mostly 9.22 µM), for inactives: top-dose activation, negative = inhibition, most hits filed as activators; 320,000 tested, 2.8% active; AID 485297, 2010; note: potency is the fitted concentration of half-maximal effect; % of control where 0% means no effect; nearly all actives have a fitted effect of over 60% in size
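Steps: seed 1500 Huh7 Rab9-luc cells per well, rest 2 h at 37 °C; add compound in DMSO; incubate 24 h; add luciferase reagent, 10 min ambient; read luminescence.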
Gal4-VP16 FLuc = VP16 counterscreen qHTS for inhibitors of ROR gamma transcriptional activity. Drosophila S2 Gal4-VP16 UAS-luciferase, luminescence, 20 h. Potency, µM (doses to about 53.6 µM), inactives show at the highest dose activity, negative = inhibition, usual class: inhibitors. 310,000 tested, 3.5% active. AID 2546, 2010;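 note: Gal4-VP16 expression switched on by copper sulfate through the metallothionein promoter; potency is the fitted concentration of half-maximal effect; % is set by controls: 0 for no effect and ±100 for the full control effect; nearly all actives have a fitted effect of over 50% in size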
Mito fusion yeast = qHTS Assay for Small Molecule Inhibitors of Mitochondrial Division or Activators of Mitochondrial Fusion; Potency, µM (top dose mostly 46.1 µM), for inactives: at the highest dose growth rescue (activation), usual class: activators; S. cerevisiae fusion-defective mutant growth rescue, CellTiterGlo 48 h; 320,000 tested, 0.23% active;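 note: potency is the fitted concentration of half-maximal effect; % of control where 0% means no effect; nearly all actives have a fitted effect of over 45% in size; temperature-sensitive fusion mutants such as fzo1-1 at 37 °C on non-fermentable ethanol glycerol medium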
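Luminescent cell viability in 1536-well qHTS format served as the measure of rescued growth in ts fusion-mutant S. cerevisiae cultured on non-fermentable YPEG for 48 hours at 37C.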
MBNL1 CUG block = qHTS Assay for Inhibitors of MBNL1-poly(CUG) RNA binding; Muscleblind-like protein 1 (Homo sapiens), Q9NR56; TR-FRET MBNL1-His/biotin-(CUG)12 binding, 665/545 ratio; Potency, µM (titrated, usually from 57.5 µM), for inactives: top-dose activity change, negative = inhibition, most hits filed as inhibitors; 280,000 tested, 0.036% active; AID 2675, 2010; active = well fitted inhibition curve with a large enough effect in the signal ratio, with a control signal flat, not every such curve was filed as active; inconclusive = small, poorly fitted or top-dose-only effect, or effect the other way, or a change in a side signal; inactive = no such curve, though single readings can be large or run the other way; the % refers to the signal ratio; note: potency is the fitted concentration of half-maximal effect; % is set by controls: 0 for no effect and ±100 for the full control effect
Target sequence (Q9NR56 whole entry, looked up): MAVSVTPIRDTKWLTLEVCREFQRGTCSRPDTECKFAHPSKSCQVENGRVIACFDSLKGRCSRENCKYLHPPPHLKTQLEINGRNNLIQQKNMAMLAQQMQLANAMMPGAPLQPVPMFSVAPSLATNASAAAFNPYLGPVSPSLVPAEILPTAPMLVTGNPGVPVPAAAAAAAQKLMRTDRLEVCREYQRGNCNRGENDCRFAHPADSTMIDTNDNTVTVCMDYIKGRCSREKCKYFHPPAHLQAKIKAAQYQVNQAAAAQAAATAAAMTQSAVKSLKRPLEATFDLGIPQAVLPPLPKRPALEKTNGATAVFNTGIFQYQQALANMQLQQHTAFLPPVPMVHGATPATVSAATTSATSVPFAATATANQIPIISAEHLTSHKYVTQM
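Inhibition of protein-RNA binding appears as loss of TR-FRET between terbium anti-His antibody on MBNL1-His and streptavidin-XL665 on biotin-(CUG)12. Activity is normalized to buffer-only and uninhibited-complex controls.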
RORgamma inh = qHTS for inhibitors of ROR gamma transcriptional activity | Nuclear receptor ROR-gamma (Mus musculus), P51450 | Potency, µM (doses to about 53.6 µM), for inactives: top-dose activity change, negative = inhibition, actives largely listed as inhibitors | Drosophila S2 Gal4-RORgamma UAS-luciferase reporter, 20 h | 310,000 tested, 5.4% active | AID 2551, 2010; note: potency is the fitted concentration of half-maximal effect; % is set by controls: 0 for no effect and ±100 for the full control effect; nearly all actives have a fitted effect of over 60% in size
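Using a luciferase readout, inhibitors were identified by reduced reporter activity in Drosophila cells coexpressing a copper-inducible Gal4–ROR gamma fusion and UAS-driven Photinus luciferase, incubated 20 hr after 700 uM copper sulfate.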
Starred values were filed as active, the others as inactive; ? = inconclusive; . = not tested or not shown; & = joins results of further samples; [ ] = another dose, or the depositor's remark. Unless noted, calls come from the whole dose curve; as a rule, active = well fitted curve in the direction sought with a large enough effect; inconclusive = small, poorly fitted or top-dose-only effect, or another doubt; inactive = no such curve, though single readings can be large; an effect the other way counts as inactive or inconclusive. Some of the compounds tested (hit frequency here may not be typical).

SMILES	PKM2 activator	KCNH2 3.1 block	NPC1 prom act	Menin MLL FP TR	FLuc modulator	ELG1 repair inh	Rab9 promoter act	Gal4-VP16 FLuc	Mito fusion yeast	MBNL1 CUG block	RORgamma inh
CCN(CC)c1ccc(C=Nc2ccc(C)cc2)c(O)c1	-16%	5	0%	0%	11µM*	4%	3%	3%	7%	?	-33%
Cc1c(Cl)cnc(NC(=O)COC(=O)c2cccs2)c1Cl	.	-2	-1%	.	2%	?	2%	.	7%	.	.
CC(=O)Nc1sc(N/N=C/c2ccc(O)cc2)nc1-c1ccc(C)cc1	18µM*	-7	1%	.	2.4µM*	?	10%	3%	-1%	6%	-28%
O=C(c1ccc(-n2cnnn2)cc1)N1CCCCC1	-5%	-10	2%	14%	1%	5%	1%	-14%	0%	0%	3%
O=C1CCc2cc(S(=O)(=O)NCc3ccc(F)cc3)cc3c2N1CCC3	.	-9	2%	.	2%	?	2%	.	7%	.	.
CCSc1nc(O)c(Cc2ccccc2)c(=O)[nH]1	-6%	-1	1%	.	0%	0%	-6%	13%	1%	-5%	-16%
S=C(NCc1ccccc1)NNc1nc2ccccc2[nH]1	-12%	-74*	-1%	0%	?	-15%	-1%	-9%	-4%	1%	4.5µM*
Cc1ccc(S(=O)(=O)N/N=C\c2cccnc2)cc1	9%	-24	-6%	?	3%	9%	5%	-6%	0%	12%	?
Cc1ccc(C)c(N2CCN(C(=O)c3ccc(N4CCOCC4)c([N+](=O)[O-])c3)CC2)c1	0%	-20	-4%	6%	-1%	-17%	0%	-8%	-17%	20%	22%
COc1ccc(S(=O)(=O)Nc2c(C(=O)O)[nH]c3ccccc23)c(OC)c1	0%	5	3%	?	6%	7%	-1%	-1%	6%	-1%	-1%
CC(C)(C)c1ccc(C(=O)Nc2cccc(-n3cnnn3)c2)cc1	.	-20	?	.	0.6µM*	?	?	-15%	-5%	7%	5%
CCCCN(C(=S)Nc1ccc(F)cc1)c1c(N)n(CCC)c(=O)[nH]c1=O	2%	9	-3%	8%	-1%	-6%	-3%	-2%	-3%	2%	-13%
COCCCNC(=O)c1c(-c2ccccc2)noc1C	0%	3	9%	11%	-2%	17%	-2%	4%	2%	3%	5%
Cc1nn(CC(=O)NC2(C#N)CCCCC2)c(C)c1[N+](=O)[O-]	.	-20	0%	.	3%	-1%	10%	.	1%	.	.
O=c1[nH][nH]c(-c2ccccc2)c1C=Nc1ccc(F)cc1F	1%	27	-1%	-3%	1%	-3%	-8%	-16%	-8%	2%	12%
COc1cccc(C(=O)CN(C(=O)c2ccc(Cl)c(Cl)c2)N2C(=O)C3CCCCC3C2=O)c1 (stereo not given)	-3%	20	2%	8%	2%	-12%	-6%	4%	-3%	-18%	-44%
Cc1cc(C)c(S(=O)(=O)N2CCN(S(=O)(=O)N3CCC(C)CC3)CC2)c(C)c1	3%	0	-1%	28%	2%	2%	-7%	-1%	0%	-3%	-11%
Cc1ccc(C(=O)Nc2ccc(C(=O)O)cc2NC(=O)c2ccc(C)cc2)cc1	0%	-5	?	26%	21µM*	?	22%	-26%	-4%	-2%	?
CC(OC(=O)c1nc(Cl)ccc1Cl)C(=O)Nc1ccc2c(c1)OCCO2 (stereo not given)	.	-1	-2%	.	4%	20%	-1%	.	-5%	.	.
CCCCN(C(=O)c1ccc(C)c(S(=O)(=O)N2CCOCC2)c1)c1c(N)n(CCCC)c(=O)[nH]c1=O	.	-9	-2%	.	-1%	5%	-7%	.	-5%	.	.
COc1ccc(NC(=O)C2CC(=O)N/C(=N/NC(=O)c3ccc(Cl)cc3)S2)cc1 (stereo not given)	-1%	-11	0%	.	?	16%	0%	-27%	-5%	.	1.3µM*
CCOC(=O)C1=C(c2ccccc2)NC(=O)NC1c1ccc(N(C)C)cc1 (stereo not given)	13%	6	2%	-2%	2%	-6%	-2%	-5%	-6%	-10%	33%
COc1ccccc1C(=O)NC(=S)NC12CC3CC(CC(C3)C1)C2	1%	.	-2%	.	-1%	5%	-2%	5%	0%	-8%	-11%
Cc1ccc(N(C(=O)c2ccco2)C2C=CS(=O)(=O)C2)cc1 (stereo not given)	-5%	11	1%	12%	0%	12%	-2%	-3%	-8%	-4%	-15%
COc1ccc(C(CCNCc2ccccc2)c2ccc(F)cc2)cc1 (stereo not given)	2%	-75*	-2%	?	-1%	14%	-1%	-8%	-24%	-8%	-6%
CCOc1ccc(-c2c(C(=O)N/N=C/c3ccoc3)nnn2-c2nonc2N)cc1	1%	-9	-1%	17%	-2%	29%	-4%	?	-7%	-4%	?
C#CCOCCOCCOCCNc1nc(N2CCN(C(=O)C(Cc3ccc(O)cc3)n3cc(C(N)C(C)CC)nn3)CC2)nc(N2CCN(C(=O)C(Cc3ccc(O)cc3)n3cc(C(N)C(C)CC)nn3)CC2)n1 (stereo not given)	-1%	.	-5%	?	2%	9%	0%	-4%	3%	-10%	3%
COCc1nc(-c2ccc(-c3ccc(C)cc3)nc2OC)no1	2%	-5	18%	-4%	17µM*	?	?	1%	3%	6%	29%
CCc1cc2c(C)cc(=O)oc2cc1OC(=O)C1CCCN1C(=O)OC(C)(C)C (stereo not given)	-6%	4	10%	?	-9%	1%	15%	-24%	5%[9.22 µM]	13%	19%
CS(=O)(=O)N1CCc2cc(C(=O)N3CCN(c4ccccc4)CC3)ccc21	0%	.	5%	1%	1%&-5%	-13%	7%	26%	-1%	2%	-2%
O=C1c2ccccc2NC(c2cccc(O)c2)N1Cc1ccco1 (stereo not given)	12%	5	-2%	.	-1%	?	-3%	1%	2%	7%	0%
Cc1cccc(N2CCN(S(=O)(=O)c3ccc4c(c3)OCCO4)CC2)c1C	13%	2	1%	20%	-1%	2%	3%	-2%	8%	-6%	13%
Cc1cc(-c2csc(N)n2)c(C)n1-c1ccccc1	1%	-2	27%	-10%	19µM*	?	?	21%	2%	-14%	18%
Cc1onc(-c2ccccc2Cl)c1C(=O)Nc1nn[nH]n1	-1%	9	-2%	-2%	2%	-1%	5%	2%	-1%	-1%	-27%
COc1ccc(CCNC(=O)CCN2C(=O)c3cccc4cccc(c34)C2=O)cc1OC	9%	0	-3%	1%	0%	3%	?	-1%	2%	?	7%
CCN(CC(=O)Nc1ccccc1C(F)(F)F)C(=O)CCc1nc2ccccc2c(=O)[nH]1	-3%	-1	1%	-1%	-3%	10%	0%	-6%	0%	-6%	6%
CCCCCCc1nc(C(N)=O)c2[nH]c(=O)n(-c3ccccc3F)c2n1	.	13	-1%	-10%	3%	?	3%	2%	10%	2%	-23%
COc1ccc(NC(=O)CSc2nnc(Cc3ccccc3)c(=O)n2N)c(OC)c1	.	-8	0%	.	1%	1%	-5%	.	-10%	.	.
COc1ccc(NC(=O)COc2ccc(C(=O)NC3CCCc4ccccc43)cc2OC)cc1 (stereo not given)	-18%	7	2%	?	-3%	21%	-2%	-6%	15%	?	14%
O=C(OCC(=O)N1CCc2ccccc21)c1cc(S(=O)(=O)N2CCOCC2)ccc1F	.	8	-3%	.	?	-6%	0%	.	-9%	.	.
O=C(Nc1nc2c(s1)COc1ccccc1-2)c1cccs1	-14%	4	16%	?	13µM*	-16%	10%	5%	10%	59%[activator]	?
Cc1ccccc1N=C1c2cc([N+](=O)[O-])ccc2-c2ncccc21	-1%	1	1%	-1%	5%	3%	-2%	-1%	2%	?	-7%
O=C(OCn1nnc2ccccc2c1=O)c1cccnc1Cl	-2%	-12	-2%	0%	-2%	12%	-1%	8%	0%	2%	1%

Screens from PubChem.
